Screening results deposited in PubChem BioAssay by several laboratories.
TLR9-MyD88 block = TLR9-MyD88 interaction inhibition; inhibition, % at 4.98 µM; Q9NR96+Q99836; CHO BLA complementation TLR9-MyD88, CCF4 FRET ratio; actives 0.21% (n = 340,000);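 active = inhibition above the mean over all tested compounds plus 3 SD, cut at about 21% in these data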;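 note: 0% = DMSO only wells and 100% = clavulanate BLA inhibitor control wells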
LRH-1 inv ag = inverse agonists of human LRH-1 (NR5A2) | O00482 | HEK293T StAR-luciferase reporter, LRH-1 transfected, 24 h | inhibition, % at 3.6 µM | actives 0.13% (n = 360,000) | AID 602396;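 active = inhibition above the mean inhibition of all tested compounds plus 3 SD, cut at about 73% in these data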;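 note: 0% = DMSO wells and 100% = reporter-only cells lacking LRH-1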
LMP1 NFkB inh = inhibitors of Epstein-Barr LMP1-induced NF-kappaB reporter; inhibition, % at 12.5 µM; LMP1-induced NF-kappaB luciferase reporter cells, luminescence; actives 0.69% (n = 350,000); in the data active = inhibition above about 41%;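 note: 0% = neutral control wells and 100% = reference inhibitor control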
NOD2-RIPK2 inh = blocks binding of human NOD2 to RIPK2; actives 0.38% (n = 360,000); AID 624267; inhibition, % at 4.98 µM; CHO BLA complementation NOD2-RIPK2, CCF4 ratio; O43353; in the data active = inhibition above about 21%;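 note: 0% = vehicle only and 100% = reference blocker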
TRAIL sens C8 = caspase-8 TRAIL sensitization; NB7+C8 cells + TRAIL, ATPlite viability luminescence; inhibition (viability loss, TRAIL sensitization), % at 10 µM; actives 1% (n = 360,000); AID 624354;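 active = compounds causing at least 50% loss of cell viability in the single-dose screen, relative to plate controls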
TROY NFkB inh = TROY signaling inhibition; actives 0.98% (n = 360,000); inhibition, % at 10 µM; AID 1347056; Q293 LMP1-TROYcd NF-kB luciferase reporter, 4 h;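 active = compounds whose plate-normalised and pattern-corrected inhibition of the luciferase reporter signal at the single screening dose is 50% or more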
SRC1 inh = inhibitors of human steroid receptor coactivator 1 (SRC1); Q15788; HEK293 GAL4-SRC1 luciferase reporter, luminescence; inhibition, % at 3.6 µM; actives 0.12% (n = 360,000); AID 588354;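 active = inhibition above the campaign mean plus 3 SD, with each screening campaign given its own cutoff, cut at about 60% in these data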;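 note: 0% = DMSO treated cells and 100% = gossypol at 36 µM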
NCOA3 inh = inhibitors of human steroid receptor coactivator 3 (SRC3). Q9Y6Q9. HEK293 GAL4-SRC3 luciferase reporter, luminescence. inhibition, % at 3.6 µM. actives 0.17% (n = 360,000);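 active = inhibition above a per-campaign cutoff, the mean of all compounds plus 3 SD, cut at about 60% in these data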;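 note: 0% = DMSO-treated cells and 100% = gossypol-treated cells at 36 µM; higher means less SRC3-driven luciferase light from the GAL4 reporter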
Target sequence (Q9Y6Q9 whole entry, looked up, the tested form may be a part): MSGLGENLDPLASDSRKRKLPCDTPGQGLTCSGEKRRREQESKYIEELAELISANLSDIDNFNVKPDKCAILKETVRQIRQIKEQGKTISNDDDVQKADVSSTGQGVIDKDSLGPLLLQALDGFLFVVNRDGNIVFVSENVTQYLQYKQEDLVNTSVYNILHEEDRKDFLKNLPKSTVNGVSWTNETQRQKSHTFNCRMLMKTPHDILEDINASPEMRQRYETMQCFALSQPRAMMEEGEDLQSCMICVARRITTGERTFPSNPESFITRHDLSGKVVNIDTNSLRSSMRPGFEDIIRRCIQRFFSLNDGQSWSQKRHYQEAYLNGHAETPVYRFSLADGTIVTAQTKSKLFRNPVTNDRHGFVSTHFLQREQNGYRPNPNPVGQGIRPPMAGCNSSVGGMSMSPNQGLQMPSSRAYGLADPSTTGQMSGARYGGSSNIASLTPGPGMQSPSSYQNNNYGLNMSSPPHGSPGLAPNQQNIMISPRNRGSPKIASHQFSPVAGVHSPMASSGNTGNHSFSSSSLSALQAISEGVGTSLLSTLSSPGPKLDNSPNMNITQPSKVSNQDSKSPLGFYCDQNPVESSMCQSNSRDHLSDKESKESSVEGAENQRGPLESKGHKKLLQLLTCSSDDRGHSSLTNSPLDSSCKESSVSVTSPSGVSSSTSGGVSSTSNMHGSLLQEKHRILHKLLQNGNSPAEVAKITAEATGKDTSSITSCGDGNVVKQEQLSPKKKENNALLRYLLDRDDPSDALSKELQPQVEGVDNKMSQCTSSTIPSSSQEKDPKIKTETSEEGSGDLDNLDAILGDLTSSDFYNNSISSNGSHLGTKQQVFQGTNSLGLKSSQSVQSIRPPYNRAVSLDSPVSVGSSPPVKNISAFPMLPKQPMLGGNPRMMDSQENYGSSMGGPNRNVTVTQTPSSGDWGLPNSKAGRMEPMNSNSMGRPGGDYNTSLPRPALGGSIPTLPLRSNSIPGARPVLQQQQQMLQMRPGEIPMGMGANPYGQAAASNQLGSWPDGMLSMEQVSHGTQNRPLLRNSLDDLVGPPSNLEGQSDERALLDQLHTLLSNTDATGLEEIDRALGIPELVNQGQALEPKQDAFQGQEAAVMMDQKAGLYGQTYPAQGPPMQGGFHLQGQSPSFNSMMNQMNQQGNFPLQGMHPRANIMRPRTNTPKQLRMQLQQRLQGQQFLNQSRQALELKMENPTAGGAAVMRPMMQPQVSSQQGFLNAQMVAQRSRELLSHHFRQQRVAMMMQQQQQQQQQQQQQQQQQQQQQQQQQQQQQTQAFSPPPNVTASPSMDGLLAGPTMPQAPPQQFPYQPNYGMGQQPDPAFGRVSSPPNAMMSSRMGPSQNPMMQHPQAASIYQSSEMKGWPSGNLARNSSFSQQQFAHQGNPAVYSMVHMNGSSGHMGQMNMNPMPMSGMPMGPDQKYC
COUP-TFII inh = NR2F2 (human) inhibition, primary screen | HEK293T NGFI-A luciferase reporter, luminescence | inhibition, % at 8.6 µM | actives 0.7% (n = 370,000) | P24468;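 active = inhibition above a per-plate cutoff, mean inhibition of test wells between control levels plus 3 SD, cut at about 38% in these data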;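 note: cells cotransfected with COUP-TFII expression vector driving the NGFI-A reporter; 0% = median of COUP-TF2 test wells and 100% = reporter-only cells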
SRC2 inh = human SRC2 (NCOA2) inhibition | Q15596 | HEK293 GAL4-SRC2 luciferase reporter, luminescence | inhibition, % at 9 µM | actives 0.17% (n = 370,000);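 active = inhibition above the mean inhibition of all tested compounds plus 3 SD, set per campaign, cut at about 52% in these data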;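 note: 0% = DMSO treated cells and 100% = cells given Gossypol at 36 µM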
TWEAK Fn14 block = inhibitors of TWEAK-Fn14 interaction signaling. TWEAK-stimulated Fn14 reporter cells, luciferase luminescence, 8 h. inhibition, % at 10 µM. actives 2% (n = 360,000). AID 1159606; in the data active = inhibition above about 50%
* = called active by the depositor; · = not tested or not shown. This is a subset, so the mix of outcomes need not match the whole.

SMILES	TLR9-MyD88 block	LRH-1 inv ag	LMP1 NFkB inh	NOD2-RIPK2 inh	TRAIL sens C8	TROY NFkB inh	SRC1 inh	NCOA3 inh	COUP-TFII inh	SRC2 inh	TWEAK Fn14 block
O=C(NCc1ccccc1)c1ccc(S(=O)(=O)N2CCCCCC2)cc1	9.2	8.4	-0.2	1.5	-1.1	18.8	-9.6	-7.9	1.9	2.7	-2.4
CCc1ccc(-c2n[nH]c(=O)c3ccccc23)cc1	5.4	-12.4	7.6	6.5	23.8	17.1	-4.0	6.0	-22.0	-29.4	15.7
Cc1cc(NC(=O)CN2C(=O)/C(=C/c3ccc(C(C)C)cc3)SC2=S)no1	0.7	8.1	1.1	-4.7	43.6	-57.5	-27.8	-11.8	-6.5	3.5	-42.6
CC(=O)Nc1c(NC(=O)CC#N)[nH]c2c(c1=O)c(=O)n(C)c(=O)n2C	2.0	-3.1	-0.3	-9.2	0.4	-3.5	-10.6	16.2	2.6	-7.8	-0.4
Cc1cccc(NC(=O)c2ccc(C3SCC(=O)N3CCc3ccccc3)cc2)c1C (configuration not stated)	-0.5	4.6	14.5	-11.3	15.9	24.2	3.9	31.8	24.0	17.4	27.3
O=CN1Cc2[nH]c3ccccc3c2N(c2ccc(Cl)cc2)C1=O	-3.8	-27.4	10.2	-9.1	2.1	-37.9	-10.7	-43.1	-1.7	-7.1	-13.8
CC(=O)c1ccc(-c2ccc(/C=C(/Sc3n[nH]c(C)n3)C(=O)O)o2)cc1	7.8	9.9	0.6	0.5	19.1	-4.8	-21.8	-1.8	-2.3	-20.8	-17.1
CCc1nc2c(OCc3ccc(Cl)cc3Cl)cccn2c1N(C)C(C)=O	·	1.2	·	12.7	-6.3	-7.9	0.7	0.6	13.2	-9.8	-13.1
CC1C(=O)N2CCCc3cc(NC(=O)CC(C)(C)C)cc1c32 (configuration not stated)	0.8	-2.2	4.8	-12.1	-13.9	6.6	10.3	2.6	-4.5	-14.2	1.9
COCCCNC(=O)C[C@@H]1C[C@@]2(C(=O)OC)CCCCC=C2N(Cc2cccc3ccccc23)C1=O	·	-5.4	·	-7.2	-1.7	6.0	·	·	-2.9	-16.7	3.1
O=C1N/C(=C/c2cccs2)C(=O)N1Cc1ccc(F)cc1	1.6	-3.9	-1.4	-5.3	-9.0	-2.2	-5.2	9.3	-9.4	-23.9	-26.9
O=C(C1CCCN(S(=O)(=O)c2ccccc2)C1)N1CCN(c2ccc(F)cc2)CC1 (configuration not stated)	-9.6	8.1	4.7	-4.2	-1.4	3.3	-3.8	20.7	21.3	26.9	11.0
O=C(Nc1ccc(F)cc1)C(c1ccnc2ccccc12)N1CCN(c2cccc(C(F)(F)F)n2)CC1 (configuration not stated)	·	29.7	·	-14.8	11.3	·	·	·	-16.9	-5.2	·
O=C(COc1ccc(Cl)cc1Br)Nc1nnc(C2CC2)s1	0.1	-16.6	-9.3	-6.2	-7.0	-39.6	-23.7	-19.8	0.8	-35.1	-15.3
O=C(CSc1cccc[n+]1[O-])C12CC3CC(CC(C3)C1)C2	-3.4	9.9	-2.9	-3.8	-12.4	4.2	-36.6	-6.5	-8.0	-6.9	-2.1
COc1ccc(-c2nnc(SC)n2C)cc1	3.5	5.5	-3.4	6.2	-6.7	-2.8	-3.9	-1.5	-12.9	-44.7	-4.4
CC(C)Oc1cccc(C(=O)C2CCCN(C(=O)c3ccsc3)C2)c1 (configuration not stated)	-0.7	6.6	-11.5	-4.8	-7.6	-7.4	16.8	13.6	8.4	5.3	11.9
O=C(c1ccc(N2CCCC2=O)cc1)N1CCN(c2ccccc2O)CC1	-11.9	-2.7	2.9	0.0	1.2	4.2	-0.7	-8.2	18.2	-6.2	-22.3
N#Cc1c(N)sc2c1CCCCCC2	-15.6	-6.2	5.1	0.2	-1.9	0.3	5.4	-19.8	12.5	-4.1	-10.6
CC1(C)Cc2cccc(OCC(=O)NCc3ccccc3F)c2O1	1.5	8.1	3.6	-7.9	-11.4	9.2	-5.7	4.3	9.8	8.8	-8.5
COc1ccccc1C(=O)Nc1cccc(SC)c1	10.8	-2.0	-14.4	-5.5	3.7	-35.6	-31.9	-20.3	-12.9	-30.8	-21.5
O=C(Nc1ccc(NC(=O)c2ccccc2O)cc1)Nc1ccc(F)cc1F	-2.5	-5.3	-0.1	7.0	-15.1	-20.0	-25.6	14.0	-3.7	5.7	-12.0
CCNS(=O)(=O)c1ccc(NC(=O)c2ccc(Cn3cc(Br)cn3)o2)cc1	6.1	-10.6	11.5	-8.9	9.8	7.6	-4.9	5.0	7.3	-5.2	11.8
Cc1ccc(NC(=O)CNc2ccc(Cl)cc2F)cc1	-1.2	1.2	-7.0	4.0	-2.3	-23.7	6.9	20.1	-5.2	6.8	-0.5
COc1ccc(S(=O)(=O)N2CC=C(C(=O)NC3CCCC3)CC2)cc1	-7.9	-7.1	-6.6	6.1	10.7	16.4	2.0	1.6	4.1	-10.3	-6.9

(cont.)
SMILES	TLR9-MyD88 block	LRH-1 inv ag	LMP1 NFkB inh	NOD2-RIPK2 inh	TRAIL sens C8	TROY NFkB inh	SRC1 inh	NCOA3 inh	COUP-TFII inh	SRC2 inh	TWEAK Fn14 block
CN(C)c1cc[n+](CC(=O)Nc2ccccc2C(F)(F)F)cc1	-0.5	-1.9	0.8	-5.6	-17.4	-1.0	7.1	0.9	5.3	23.2	16.5
CCOc1ccc(CCNC(=O)COC(=O)c2ccc[nH]c2=O)cc1OCC	6.6	10.7	5.7	-4.6	7.2	-7.7	4.0	12.6	4.2	-3.1	21.1
O=c1c2c3c(sc2ncn1/N=C/c1ccco1)CCCC3	-1.6	12.3	2.7	-2.3	-2.8	-1.1	-7.8	-7.9	3.0	-0.7	-18.0
COC(=O)c1cc(OC)c(OC)cc1NC(=O)C1CCCO1 (configuration not stated)	-9.9	5.5	4.8	-4.1	-3.9	-5.1	4.7	3.0	12.6	-8.3	-1.7
COc1ccc(OC)c(/C=C/C(=O)c2ccc(Cl)cc2)c1	12.9	7.1	-1.7	1.1	19.6	1.3	8.9	17.5	18.2	1.2	45.1
COC(=O)c1cnc(Nc2nc(C(N)COCc3ccccc3)cs2)nc1C(F)(F)F (configuration not stated)	·	15.0	·	-4.5	-15.3	9.9	-20.0	-9.2	-9.1	-17.8	-13.9
Cc1cccc(C)c1NC(=O)CN(C)C(=O)c1cccc(NS(=O)(=O)c2ccccc2)c1	3.3	0.5	1.7	-3.3	-9.8	-6.8	-4.4	-2.9	-7.8	-23.3	6.4
COc1cccc(Nc2nc(N)nc(-c3oc4ccccc4c3C)n2)c1	6.5	-29.4	-13.8	-2.1	17.2	-53.4	-55.9	-22.8	-29.5	-50.5	15.4
O=C(NC1CCCC1)C(c1ccc(F)cc1)N(Cc1ccccc1)C(=O)c1csnn1 (configuration not stated)	-18.2	17.1	0.6	-13.3	3.3	7.9	-7.5	-3.1	-2.2	-11.6	6.2
C=CCNc1ncnc2c1ncn2[C@H]1CN(CCc2ccccc2)C[C@@H](CO)O1	·	15.7	·	1.0	-18.2	3.0	-3.9	6.8	1.4	-22.3	-8.1
COc1ccc(OC)c2[nH]c(=O)c(CCNC(=O)COc3ccccc3)cc12	2.5	2.4	39.9	-8.8	-26.6	-27.1	-7.7	-1.3	11.8	-25.4	-5.7
CCCSc1nc2c(cnn2-c2ccc(C)c(C)c2)c(=O)[nH]1	6.7	-10.2	-2.3	-3.5	-1.4	2.4	4.9	-19.0	-13.8	-1.8	-42.9
Cc1cccnc1C1=NOC(Cc2ccccc2)C(=O)N1Cc1ccc(F)cc1 (configuration not stated)	·	5.7	·	-0.6	-16.5	-61.1	-3.8	14.2	18.9	6.5	18.9
CCCOc1ccc(-c2cn3ccccc3n2)cc1[N+](=O)[O-]	-13.8	-105.8	-20.9	-11.1	62.5*	-92.0	-111.8	-55.0	-65.1	-49.6	-46.5
CCOC(=O)C(=Cc1ccc(-c2ccsc2C(=O)OC)o1)C(=O)OCC	-11.8	-3.8	-11.1	-2.2	5.3	-23.7	-10.2	5.7	7.3	18.1	31.9
CCOc1ccc(/C=N/NC(=O)c2cc3c(OC)cc(OC)cc3[nH]2)cc1OC	5.5	-3.3	-2.8	6.4	15.4	12.5	12.1	-6.4	-2.1	-38.7	33.4
CCn1nc(NC(=O)c2cccnc2)c2cc3cccc(C)c3nc21	23.4*	-5.0	6.7	-20.4	-4.2	14.7	8.6	0.9	10.3	-10.5	19.5
COC(=O)c1c(NC(=O)CSc2nnnn2-c2ccccc2)sc2c1CCC(C)C2 (configuration not stated)	-15.1	-6.7	3.5	3.6	-6.8	11.1	-0.9	7.9	2.8	7.4	-0.8
CCCNC(=O)NC(=O)CSc1nnc(-c2c[nH]c3ccccc23)o1	-9.0	0.9	-0.6	-1.4	-11.8	-1.6	7.2	-3.7	1.5	-4.1	-6.4
NC(=S)N/N=C/C=C/c1ccccc1	3.3	32.2	-13.6	-7.3	3.5	-31.4	-15.1	8.7	-6.2	1.7	-1.0
O=C(Nc1ccccc1C(=O)N1CCCC1)c1ccccc1	-10.5	9.7	-3.9	-10.2	-24.3	-12.7	5.3	1.3	1.0	6.1	12.0
Cc1c(C(=O)NC(=S)N(Cc2ccccc2)c2ccccn2)cccc1[N+](=O)[O-]	-3.8	-20.2	-2.5	-7.2	-3.5	-6.8	-2.0	1.2	-7.1	-0.9	2.1
O=C(COC(=O)Cc1cccs1)Nc1cc(S(=O)(=O)N2CCOCC2)ccc1Cl	-2.2	-19.6	-1.8	1.9	-16.1	5.1	-9.2	-5.1	10.3	-5.9	6.7
Cc1c(OCc2ccc([N+](=O)[O-])cc2)ccc2c3c(c(=O)oc12)CCC3	-6.4	-78.0	-28.7	7.1	14.1	-4.8	-100.0	-67.6	-25.2	-46.6	-56.8
COC(=O)c1ccc(COC(=O)Cc2n[nH]c(=O)c3ccccc23)cc1	9.7	-8.9	-4.2	4.2	-5.7	-43.5	-35.5	-16.4	-6.2	-11.2	-17.3
COc1ccc2c(C(=O)c3ccc(C)cc3)n(CCC(N)=O)[n+]([O-])c2c1	6.8	12.1	-6.9	-2.8	-3.7	16.1	-15.1	16.9	-9.5	-21.3	-13.7
Cc1cc(OCC(=O)NCCc2ccc(S(N)(=O)=O)cc2)c2c(C)cc(=O)oc2c1	-1.7	1.4	-8.5	-1.4	2.1	-19.1	-13.2	-2.3	14.6	-11.4	-27.4
CC(C)CCNC(=O)/C=C/c1ccc(Br)cc1	-7.7	-11.3	-16.9	-8.8	-0.2	-70.5	-3.8	-14.8	-16.7	-45.1	-9.4
CC(C)OC(=S)N/C(=N\S(=O)(=O)c1ccccc1)c1ccccc1	-5.3	10.4	-19.5	-0.7	-1.1	-13.6	-11.4	-5.2	3.6	-24.7	6.0
CCOc1ccc(C)cc1S(=O)(=O)NC1CCCCC1	-6.9	-1.4	-6.0	3.8	-8.1	0.8	-21.5	-0.8	8.1	7.8	20.1
